WRN helicase inh – WRN helicase (human) inhibition. Potency, µM (series often up to 114 µM), for inactives: at the highest dose activity change, negative = inhibition, hits mostly inhibitors. 360,000 tested, 0.46% active. WRN helicase unwinding, fluorescent forked duplex, kinetic. Q14191. AID 651768; further: potency means the concentration at half of the fitted maximal effect; on the % scale 0 is the no-effect control and ±100 the full control effect; nearly all actives have a fitted effect of over 55% in size
Target sequence (Q14191 whole entry, looked up): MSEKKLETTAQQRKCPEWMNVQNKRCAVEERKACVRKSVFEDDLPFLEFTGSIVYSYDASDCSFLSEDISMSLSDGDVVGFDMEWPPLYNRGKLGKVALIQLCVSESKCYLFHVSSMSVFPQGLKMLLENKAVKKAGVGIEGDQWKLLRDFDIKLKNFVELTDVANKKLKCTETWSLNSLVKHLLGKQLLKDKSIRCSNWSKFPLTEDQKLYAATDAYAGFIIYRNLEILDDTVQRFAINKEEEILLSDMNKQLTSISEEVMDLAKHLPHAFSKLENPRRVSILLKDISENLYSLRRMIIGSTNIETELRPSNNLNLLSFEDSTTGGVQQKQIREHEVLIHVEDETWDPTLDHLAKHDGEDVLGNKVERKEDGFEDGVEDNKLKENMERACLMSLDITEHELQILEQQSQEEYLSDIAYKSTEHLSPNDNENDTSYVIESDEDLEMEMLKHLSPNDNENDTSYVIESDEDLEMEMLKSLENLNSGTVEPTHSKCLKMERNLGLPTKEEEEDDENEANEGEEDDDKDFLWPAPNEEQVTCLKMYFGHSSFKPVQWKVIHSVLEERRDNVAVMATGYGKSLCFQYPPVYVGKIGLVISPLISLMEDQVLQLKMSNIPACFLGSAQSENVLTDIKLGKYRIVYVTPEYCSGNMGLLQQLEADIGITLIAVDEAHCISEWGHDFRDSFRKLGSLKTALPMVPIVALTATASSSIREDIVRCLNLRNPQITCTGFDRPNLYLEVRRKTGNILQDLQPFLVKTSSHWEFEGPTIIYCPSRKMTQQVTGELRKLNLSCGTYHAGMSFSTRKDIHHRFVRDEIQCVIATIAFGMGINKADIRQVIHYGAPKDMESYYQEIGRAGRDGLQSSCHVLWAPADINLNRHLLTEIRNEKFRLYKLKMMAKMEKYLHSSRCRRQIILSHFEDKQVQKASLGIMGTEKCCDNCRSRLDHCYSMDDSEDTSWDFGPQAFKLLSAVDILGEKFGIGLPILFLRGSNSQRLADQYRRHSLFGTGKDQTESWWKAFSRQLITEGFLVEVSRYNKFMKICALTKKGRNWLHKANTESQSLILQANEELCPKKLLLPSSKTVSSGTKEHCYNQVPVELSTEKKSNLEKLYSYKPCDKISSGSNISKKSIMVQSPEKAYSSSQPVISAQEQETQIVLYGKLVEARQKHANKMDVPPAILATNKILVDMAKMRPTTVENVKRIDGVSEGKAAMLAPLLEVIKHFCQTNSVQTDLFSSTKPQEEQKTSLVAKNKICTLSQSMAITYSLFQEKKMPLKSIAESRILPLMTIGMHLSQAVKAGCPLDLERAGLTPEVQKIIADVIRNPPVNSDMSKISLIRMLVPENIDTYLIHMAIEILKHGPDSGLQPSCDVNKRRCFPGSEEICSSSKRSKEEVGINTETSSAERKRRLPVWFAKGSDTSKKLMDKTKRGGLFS
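Kinetic red-fluorescence monitoring (525/598 nm) tracks WRN helicase activity after 100 nM fluorophore-quencher forked duplex and 2 mM ATP are added to 20 nM enzyme pretreated 15 min at room temperature with compound.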
PLK1 PBD inh – inhibitors of human PLK1 polo-box domain binding; P53350; Plk1 PBD binding of FITC phosphopeptide, fluorescence polarization; Potency, µM, for inactives: max response, negative = inhibition, most hits filed as inhibitors; 360,000 tested, 2.8% active; AID 720504; further: potency means the concentration at half of the fitted maximal effect; series mostly up to about 57 µM; on the % scale 0 is the no-effect control and ±100 the full control effect; nearly all actives have a fitted effect of over 65% in size
PI5P4K alpha inh – blocks human PI5P4K alpha kinase activity; P48426; PI5P4Kalpha enzyme, ADP-Glo luminescence, 60 min; active compounds read low; max response, %; 330,000 tested, 1.2% active; active means max response of -50% or lower; inconclusive means between -30% and -50%; inactive means -30% or higher; further: value at the top dose of about 77 µM; on the % scale 0 is the no-effect control and ±100 the full control effect
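PI5P4Kalpha ADP-Glo assay; 5 microM ATP final; 60 min RT reaction; HEPES pH 7.4/EGTA/CHAPS, 5% DMSO; controls lacking substrate or enzyme; luminescent end-point.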
EPAC2 antag – antagonists of human EPAC2; Q8WZA2; 360,000 tested, 0.18% active; Potency, µM (top dose mostly 114 µM), without a hit: top-dose activity, negative = inhibition, actives largely listed as inhibitors; EPAC2 GEF exchange of Rap1B-BODIPY-GDP, fluorescence; AID 720708; further: potency means the concentration at half of the fitted maximal effect; on the % scale 0 is the no-effect control and ±100 the full control effect; nearly all actives have a fitted effect of over 45% in size; many of its hits are not listed in these tables
EPAC1 antagonist – EPAC1 (human) antagonism. EPAC1 GEF assay, Rap1b-BODIPY-GDP exchange fluorescence. 360,000 tested, 0.14% active. O95398. AID 720709. Potency, µM (doses to about 115 µM), without a hit: at the top dose activity change, negative = inhibition, most hits filed as inhibitors;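 further: potency means the concentration at half of the fitted maximal effect; plate controls were vehicle for no effect and positive control for full effect; nearly all actives have a fitted effect of over 50% in size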
CCT chaperon mod – modulators of cytosolic chaperonin (CCT/TRiC) activity; activity change, % (test concentration not listed), hits read low; 360,000 tested, 0.3% active; AID 651819; purified chaperonin ATPase assay, HTRF ADP detection, 30 min; in the data active means activity change below about -30%; further: on the % scale 0 is the no-effect control and ±100 the full control effect
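ATPase activity: ADP formed was measured by HTRF Transcreener (665/615 nm ratio) after 30 min at 37 deg C with 10 uM ATP. Compounds screened at one 76 uM concentration against 40 or 20 nM TRiC in Tris pH 7.4/KCl/MgCl2/DTT buffer.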
EPAC1 ag – EPAC1 (human) agonism; O95398; EPAC1 agonist qHTS, biochemical assay; response scale: 100% = response to 6.5 mM cAMP; Potency, µM (doses to about 154 µM), for inactives: at the top dose activation, actives largely listed as activators; 360,000 tested, 0.073% active; further: potency means the concentration at half of the fitted maximal effect; nearly all actives have a fitted effect of over 60% in size
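EPAC1 100 nM, Rap1B–BODIPY-GDP 250 nM, unlabeled GDP 50 uM; compound titration; 5 min RT; kinetic read ex480/em540 at 5-min intervals ×30 min; data normalized to 6.5 mM cAMP agonist control.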
Mm-Cpn inhibitor – inhibitors of Methanococcus maripaludis chaperonin (MmCpn); purified Mm-Cpn ATPase, ADP Transcreener TR-FRET; Potency, µM (series often up to 76.9 µM), inactives show at the highest dose activity, negative = inhibition, actives largely listed as inhibitors; 330,000 tested, 0.031% active; AID 504842; further: potency means the concentration at half of the fitted maximal effect; on the % scale 0 is the no-effect control and ±100 the full control effect; nearly all actives have a fitted effect of over 80% in size
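Purified archaeal Mm-CPN (25nM final) preincubated 10 min at 37degC with compound, then 10uM ATP for 30 min at 37degC; ADP measured by HTRF Transcreener TR-FRET; buffer 30 mM TRIS pH 7.4, 100mM KCl, 5mM MgCl2, 1mM DTT.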
An asterisk follows results filed as active; ? = inconclusive; · = no result given; [ ] = dose if it differs, or a comment. Unless noted, the call rests on the fitted dose curve; in most records, active means well fitted curve in the direction sought with a large enough effect; inconclusive means small, poorly fitted or top-dose-only effect, or another doubt; inactive means no such curve, though single readings can be large; an effect the other way counts as inactive or inconclusive. An excerpt; count on the stated rates, not on these rows.

SMILES	WRN helicase inh	PLK1 PBD inh	PI5P4K alpha inh	EPAC2 antag	EPAC1 antagonist	CCT chaperon mod	EPAC1 ag	Mm-Cpn inhibitor
CC(C)C(NC(=O)c1ccc(F)cc1)C(=O)NC1(C)CCS(=O)(=O)C1 (stereo not drawn)	-1%	-1%	-5	-12%	2%	-1.2	1%	2%
COc1ccc(S(=O)(=O)N(CC(=O)NCc2ccco2)c2ccccc2)cc1OC	2%	-1%	1	-1%	-11%	0.1	4%	0%
COc1cccc(CN(C)Cc2cc(=O)oc3c(C)c(C)ccc23)c1	-4%	-3%	10	-13%	1%	-2.9	-5%	1%
COC(=O)C(C)(C)c1cccnc1C#N	-7%	-13%	0	14%	-10%	1.7	1%	·
O=C(NCc1cccnc1)c1cccc(-c2cc3ccccc3oc2=O)c1	-1%	-9%	-3	-8%	-4%	-0.4	6%	-2%
CC[C@@H](CC1CCCCC1)C(=O)N(Cc1ccccc1)c1ccccc1	-2%	1%	6	?	-10%	-2.6	4%	-1%
CCOC(=O)Cn1c(=NC(=O)CSC(C)=O)sc2cc(OC)ccc21	-18%[57.1 µM]	-10%	8	-1%	1%	-2.9	-7%	1%
Cc1ccsc1C(=O)OCC(=O)NCCNC(=O)COC(=O)c1sccc1C	8%	0%	2	10%	-1%	2.3	?	-3%
Cc1nnc2sc(-c3cccc(F)c3)nn2c1=O	4%	0%	-26	1%	-14%	-0.5	4%	-1%
CCOc1cccc(C(=O)NCc2ccccc2)c1	-13%[57.1 µM]	2%	3	21%	9%	-1.7	-3%	-1%
C=CCn1c(SCc2c(C)noc2C)nnc1C1COc2ccccc2O1 (stereo not drawn)	-1%	-2%	5	-3%	-28%	-0.5	8%	0%
CCc1ccc(OCC(=O)OCC(=O)c2ccc3c(c2)NC(=O)CO3)cc1	-2%	4%	·	10%	9%	1.9	0%	-2%
O=C1NC(=O)C2(CCCCC2)N1	-1%	1%	-5	-5%	-11%	0.5	0%	·
CC1CCCC(NC(=O)C2CCN(C(=O)Nc3ccccc3)CC2)C1C (stereo not drawn)	-9%	-4%	0	-2%	4%	-1.9	-13%	1%
O=C(CN(Cc1ccccc1Cl)C(=O)c1csnn1)NCc1ccccc1	8%	-4%	-6	-1%	-3%	-0.3	9%	0%

3 entries drawn at random from the list so far, as already listed:
SMILES	WRN helicase inh	PLK1 PBD inh	PI5P4K alpha inh	EPAC2 antag	EPAC1 antagonist	CCT chaperon mod	EPAC1 ag	Mm-Cpn inhibitor
COC(=O)C(C)(C)c1cccnc1C#N	-7%	-13%	0	14%	-10%	1.7	1%	·
COc1ccc(S(=O)(=O)N(CC(=O)NCc2ccco2)c2ccccc2)cc1OC	2%	-1%	1	-1%	-11%	0.1	4%	0%
CC(C)C(NC(=O)c1ccc(F)cc1)C(=O)NC1(C)CCS(=O)(=O)C1 (stereo not drawn)	-1%	-1%	-5	-12%	2%	-1.2	1%	2%

Next structures follow.
SMILES	WRN helicase inh	PLK1 PBD inh	PI5P4K alpha inh	EPAC2 antag	EPAC1 antagonist	CCT chaperon mod	EPAC1 ag	Mm-Cpn inhibitor
COc1cc(C(=O)NCC(=O)N/N=C/c2ccc(-c3ccc([N+](=O)[O-])cc3)o2)cc(OC)c1OC	-5%	-3%	-7	5%	-21%	-5.2	8%	0%
CCN(CC(=O)NCc1cccs1)C(=O)c1cc(=O)[nH]c2ccccc12	7%	0%	-8	18%	11%	-3.7	3%	3%
O=C(Nc1ccccc1Cl)C1CCCN(S(=O)(=O)c2ccc(-n3cnnn3)cc2)C1 (stereo not drawn)	5%	-5%	-3	-8%	-11%	-0.4	0%	-1%
COc1ccc(N2C(=O)CC(N3CCN(S(=O)(=O)c4c(F)cccc4F)CC3)C2=O)cc1OC (stereo not drawn)	-3%	-7%	0	-4%	-1%	-1.4	3%	3%
O=C(O)CC1(C(=O)O)CCCC1	11%	-15%	1	7%	-13%	-4.3	-1%	·
CC(NS(=O)(=O)c1ccc(Br)cc1)c1ccccc1 (stereo not drawn)	-7%[57.1 µM]	4%	7	-18%	-15%	1.6	-4%	-1%
O=C(Nc1ccccc1)Nc1nnc(-c2cccs2)s1	-1%	-2%	-1	17%	0%	0.7	-2%	0%
CCCCn1c(=O)[nH]c(=O)c2c1nc(-c1ccc(-c3ccccc3Br)o1)n2CC	-17%	-19%	-53*	5%	3%	-0.1	1%	-3%
O=C(O)CCC(NC(=O)c1cncc(O)c1)C(=O)O (stereo not drawn)	2%	1%	4	5%	3%	0.0	-2%	1%
O=C(C1CC1)N1CCc2cc(S(=O)(=O)N3CCN(c4ccccc4)CC3)ccc21	2%	6%	-4	-14%	-5%	1.4	-13%	-6%
CCOC(=O)c1c(C)[nH]c(C(=O)OCc2c(C)noc2C)c1C	2%	-2%	-1	-1%	-17%	-2.1	-3%	0%
FC(F)(F)c1cc(-c2cccs2)nc(NCc2ccco2)n1	-3%	-1%	-3	-10%	3%	0.7	-3%	-4%
COc1ccc(C)cc1S(=O)(=O)N1CCC(C(=O)NC2CCCC2)CC1	-35%	-9%	3	-2%	?	-1.4	2%	-2%
Cc1ccc(S(=O)(=O)CCC(=O)N2CCN(c3ccccc3F)CC2)cc1	-6%	1%	1	4%	-21%	-0.8	12%	-3%
Cc1cc(C(=O)Nc2ccc(N3CCOCC3)c(Cl)c2)c(C)o1	-3%	-18%	4	2%	-1%	3.3	1%	-5%
Oc1ccccc1C1=NCCNC(C(F)(F)F)=C1	-1%	0%	-1	3%	-19%	1.8	5%	1%
Cc1onc(-c2c(F)cccc2Cl)c1C(=O)N1CCCCC1	-5%	-7%	0	10%	2%	-1.4	8%	-1%
O=C(Nc1ccon1)C(Sc1ccccc1)c1ccccc1 (stereo not drawn)	-4%	-11%	·	-2%	-9%	0.5	5%	1%
Cc1ccc(C(=O)N/N=C/c2ccc(-c3ccc(Br)cc3[N+](=O)[O-])o2)o1	-14%	?	-18	-8%	-17%	5.0	2%	1%
COc1ccc(CCNC(=O)c2cc(-c3cc(Cl)ccc3O)n[nH]2)cc1OC	-12%	8%	4	2%	-8%	-0.2	12%	0%
CC(C)(C)NC(=O)NC(=O)COC(=O)c1cccc(F)c1	-7%	-1%	5	5%	-7%	1.6	-6%	2%
Cn1cc(CN2CCC(CO)CC2)c(-c2ccc(Oc3ccccc3)cc2)n1	3%	1%	-1	18%	20%	1.1	-4%	-2%
CCCS(=O)(=O)N1CCN=C1SCc1ccc(C)cc1	0%	2%	-2	2%	-4%	-3.3	2%	-7%
CC(C)N=C1SC(CC(=O)Nc2ccccc2)C(=O)N1C(C)C (stereo not drawn)	1%	?	4	-11%	7%	-0.9	-2%	-2%
CCNC(=O)Nc1nc2ccccc2s1	3%	8%	1	4%	2%	2.0	-7%	4%
CC(=O)Nc1ccc(S(=O)(=O)NC2(C(F)(F)F)NC(=O)N(Cc3ccccc3)C2=O)cc1 (stereo not drawn)	-13%	-5%	-5	16%	-2%	-3.3	2%	1%
C[C@H](CO)N1C[C@H](C)[C@@H](CN(C)C(=O)NC2CCCCC2)Oc2ccc(NS(C)(=O)=O)cc2C1=O	-5%	-7%	3	-10%	-16%	0.3	10%	0%
CC(C)N(C)CCOC(=O)c1ccccc1Br	6%	24µM*	-16	5%	13%	0.1	0%	-1%
COc1cccc(CNC(=O)c2ccc(C)c(NC3=NC4CS(=O)(=O)CC4S3)c2)c1 (stereo not drawn)	3%	-6%	0	20%	12%	1.7	-22%	-1%
COc1ccccc1NC(=O)C1=C(C)NC(=O)NC1c1ccccc1[N+](=O)[O-] (stereo not drawn)	-33%	-15%	?	-7%	5%	-1.0	13%	-5%
COc1ccc(CNC2C[C@H]3CCCC(=O)N4CC[C@@H](C2)[C@@H]34)cc1 (stereo partly drawn)	-5%	-16%	-2	11%	3%	0.1	-7%	2%
CCc1ccc2nc(N(CCN(C)C)C(=O)c3ccc4ccccc4c3)sc2c1	-6%	-27%	4	-5%	12%	1.1	4%	-3%
Cc1cc(C)n2nc(SCC(=O)c3cc(C)n(CC4CCCO4)c3C)nc2n1 (stereo not drawn)	-7%	-2%	3	18%	6%	-2.5	-2%	-4%
CCOC(=O)Cn1nc(/C=C/c2ccc(OC)cc2)ccc1=O	-10%	-2%	-4	-5%	-5%	1.4	4%	·
O=C(CN1CCc2ccccc2C1)Nc1cccc(S(=O)(=O)N2CCOCC2)c1	-1%	3%	2	-2%	?	-0.5	0%	0%
O=C(NC(=S)NCCC1=CCCCC1)c1cncc(Br)c1	-24%[57.1 µM]	-7%	6	-1%	-12%	-1.8	10%	-6%
CC(C)c1nc(CNC(=O)CC2C(=O)NCCN2Cc2ccccc2)cs1 (stereo not drawn)	1%	-9%	-15	8%	-1%	-2.6	19%	·
O=C(NC(=S)N1CCCCCC1)C1CC1	-10%	-24%	-19	1%	0%	-1.8	-11%	-1%
COc1cc2cc(Oc3ccc4ccc(=O)oc4c3)c(=O)oc2cc1OC1OC(COC(=O)CC(C)(O)CC(=O)O)C(O)C(O)C1O (stereo not drawn)	-15%[11.6 µM]	-14%	?	-1%	-17%	0.4	-5%	0%
CCn1cc(CN2CCC(n3nccc3NC(=O)Cc3ccccc3)CC2)c(C)n1	-19%	1%	7	17%	10%	2.5	0%	-3%
Cc1ccc(-c2cn3cccnc3n2)cc1	-4%	-4%	2	0%	8%	0.0	11%	-4%
C[C@@H](CC#N)CN1CC[C@H](C(C)(C)C)CCC1=O	4%	-10%	-2	-3%	-7%	0.4	-4%	-3%
Cn1cnnc1SC(C(=O)Nc1ccc(F)cc1)c1ccccc1 (stereo not drawn)	4%	-4%	-1	-18%	1%	-1.1	-16%	1%
COc1ccc(C(=O)Nc2ccc(OC)c([N+](=O)[O-])c2)cc1Br	-9%	-8%	2	-6%	-14%	0.9	4%	-3%
COc1ccc(Cl)cc1NC(=O)C/C(C)=N/NC(=O)c1ccc(O)cc1	-29%	-9%	0	2%	-20%	-6.8	-9%	-1%
Cc1c(C(=O)NCCC2=CCCCC2)oc2ccc(S(=O)(=O)N3CCC4(CC3)OCCO4)cc12	-28%	-4%	8	-11%	-27%	-2.0	-3%	-1%
CCOc1ccc(NC(=O)CCC(=O)Nc2cc(OC)c(NC(=O)c3ccco3)cc2OC)cc1	-5%	-3%	-5	2%	-1%	-0.1	-3%	-2%
CSCCOC(=O)c1[nH]c2c(c1C)C(=O)CC(c1ccco1)C2 (stereo not drawn)	56µM*	-29%	-66*	-10%	?	-1.0	3%	-2%
